Gli-Sufu antag – Gli-Sufu pathway antagonists, primary screen, luciferase luminescence, Sufu-KO-LIGHT cells, uHTS. Sufu-KO-LIGHT fibroblasts, Gli luciferase reporter luminescence. inhibition, % at 5 µM. actives 0.74% (n = 340,000);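 active means inhibition above about 55%, limit read from the data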;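 further: 0% = DMSO-treated cells and 100% = wells with medium but no cells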
CXCR6 block – CXCR6 receptor inhibitors, primary screen, cell-based, beta-arrestin, luminescence, CHO-K1 PathHunter, 1536-well | inhibition, % at 20 µM | actives 0.36% (n = 360,000) | C-X-C chemokine receptor type 6 (Homo sapiens), O00574; in the data active means inhibition above about 34%, passing the limit was not always enough;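 further: antagonist mode with CXCL16 agonist at 10 nM final; 0% = 10 nM CXCL16 with DMSO and 100% = unstimulated wells without agonist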
Target sequence (O00574 whole entry, looked up): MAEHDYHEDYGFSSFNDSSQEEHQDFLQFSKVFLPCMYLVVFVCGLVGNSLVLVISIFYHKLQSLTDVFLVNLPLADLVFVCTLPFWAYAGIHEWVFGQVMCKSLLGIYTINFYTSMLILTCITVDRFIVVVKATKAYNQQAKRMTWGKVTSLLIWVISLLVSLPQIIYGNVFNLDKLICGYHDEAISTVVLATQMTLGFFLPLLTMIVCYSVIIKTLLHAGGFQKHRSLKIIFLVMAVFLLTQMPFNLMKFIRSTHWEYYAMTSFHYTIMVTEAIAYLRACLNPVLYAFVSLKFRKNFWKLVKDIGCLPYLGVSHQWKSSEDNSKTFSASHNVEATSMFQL
697 NFkB inh – inhibitors of PMA/ionomycin-induced NF-kB reporter, 697 cells, primary screen, B-cell NF-kB inhibitor project, cell-based, luminescence, uHTS; 697 B-cell NF-kB luciferase reporter, 16 h; inhibition, % at 4 µM; actives 0.33% (n = 330,000); AID 435022, 2010; in the data active means inhibition above about 35%
CCR6 antagonist – CCR6 receptor antagonists, primary screen, cell-based, CHO-K1, luminescence, beta-arrestin, uHTS; C-C chemokine receptor type 6 (Homo sapiens), P51684; CHO-K1 CCR6 PathHunter beta-arrestin, CCL20-stimulated; inhibition, % at 20 µM; actives 0.49% (n = 340,000); AID 493098, 2011;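 active means compounds whose inhibition of the agonist-driven luminescence signal at 20 µM reaches about 50%, limit read from the data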;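 further: cells stimulated with CCL20 at 14 nM final; plate controls were DMSO with CCL20 for no effect and DMSO without agonist for full effect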
APJ antag – antagonists of human apelin receptor APJ, primary screen, CHO-K1 cells, beta-arrestin complementation, luminescence | P35414 | inhibition, % at 20 µM | actives 0.32% (n = 330,000) | AID 2521, 2010;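 active means inhibition above about 40% at 20 µM, limit read from the data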;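 further: cells challenged with 10 nM apelin-13 agonist together with compound; plate controls were apelin-13 plus DMSO wells for no effect and DMSO wells lacking apelin-13 for full effect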
Target sequence (P35414 whole entry, looked up): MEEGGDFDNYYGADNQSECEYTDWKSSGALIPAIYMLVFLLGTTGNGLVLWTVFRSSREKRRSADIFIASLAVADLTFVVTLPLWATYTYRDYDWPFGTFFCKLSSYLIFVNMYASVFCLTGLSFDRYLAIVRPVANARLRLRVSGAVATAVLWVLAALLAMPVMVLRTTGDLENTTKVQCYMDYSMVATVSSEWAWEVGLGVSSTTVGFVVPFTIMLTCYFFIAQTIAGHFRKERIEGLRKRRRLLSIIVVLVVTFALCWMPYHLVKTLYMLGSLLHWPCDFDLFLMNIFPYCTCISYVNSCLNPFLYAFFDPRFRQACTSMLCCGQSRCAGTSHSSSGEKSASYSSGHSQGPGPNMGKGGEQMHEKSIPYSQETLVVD
UBC13 polyUb – UBC13 polyubiquitin chain formation inhibitors, primary screen, biochemical, TR-FRET, uHTS | Ubiquitin-conjugating enzyme E2 N (Homo sapiens), P61088 | inhibition, % at 20 µM | actives 0.47% (n = 330,000); in the data active means inhibition above about 45%, passing the limit was not always enough
Target sequence (P61088 whole entry, looked up): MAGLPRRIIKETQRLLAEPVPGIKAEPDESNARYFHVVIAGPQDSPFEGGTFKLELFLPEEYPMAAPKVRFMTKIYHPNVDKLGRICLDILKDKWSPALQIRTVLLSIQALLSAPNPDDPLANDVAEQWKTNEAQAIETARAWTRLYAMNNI
EBI2 antag – EBI2 receptor antagonists, beta-arrestin recruitment, primary screen, cell-based, luminescence, 7a,25-OHC stimulation, uHTS | inhibition, % at 5 µM | G-protein coupled receptor 183 (Homo sapiens), P32249 | actives 0.81% (n = 360,000) | 7a,25-OHC stimulated; in the data active means inhibition above about 38%;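 further: enzyme fragment complementation signal reports receptor beta-arrestin coupling in cells; 0% = agonist plus DMSO wells and 100% = wells without agonist; some results beyond the cut were filed as inactive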
Jurkat NFkB inh – inhibitors of induced NF-kB luciferase reporter, primary screen, TCR NF-kB activation inhibitor project, cell-based, luminescence, uHTS; inhibition, % at 4 µM; AID 435003, 2010; actives 0.53% (n = 330,000); Jurkat, PMA/ionomycin-induced NF-kB luciferase reporter; in the data active means inhibition above about 50%
Numbers without * were called inactive; . = no result given.

SMILES | Gli-Sufu antag | CXCR6 block | 697 NFkB inh | CCR6 antagonist | APJ antag | UBC13 polyUb | EBI2 antag | Jurkat NFkB inh
CN(CC(=O)Nc1cccc(F)c1)C(=O)CN1c2cccc3cccc(c23)S1(=O)=O | -5 | -15 | 9 | -7 | -15 | -6 | -6 | -9
O=C(C1CCC(CNc2c(N3CCCCC3)c(=O)c2=O)CC1)N1CCN(c2ccccn2)CC1 (stereo unspecified) | -15 | -1 | 8 | 14 | -12 | -7 | -1 | -1
CC(CC(=O)N1CCN(c2ccccc2)CC1)S(=O)(=O)c1ccc2c(c1)NC(=O)CS2 (stereo unspecified) | -6 | -14 | 1 | 12 | 4 | -5 | 1 | 17
Cc1cc(C(=O)Nc2ccc([N+](=O)[O-])cn2)cs1 | -13 | 0 | -83 | 6 | 7 | -8 | 0 | -83
CCOc1cc(C(=O)O/N=C(\N)c2ccc([N+](=O)[O-])cc2)cc(OCC)c1OCC | -3 | -11 | 7 | -7 | -34 | 3 | 0 | 2
CCCCNCCCOc1cccc(Cl)c1Cl | 62* | -1 | 4 | 2 | 9 | 2 | 4 | -5
COc1ccc(OC)c(C2/C(=C(/O)c3ccccc3)C(=O)C(=O)N2Cc2ccco2)c1 (stereo unspecified) | -5 | -13 | -12 | 4 | -6 | -7 | -7 | -10
O=C(O)c1cccc2c1C(=O)N(Cc1ccncc1)C2 | . | 8 | -3 | 5 | -14 | -17 | -1 | -3
O=S1(=O)CC(O)C(N=Nc2c(O)n(Cc3ccccc3)c3ccccc23)C1 (stereo unspecified) | -15 | -9 | 6 | 11 | -7 | 56* | 5 | 6
O=C(CN(C(=O)CCC(=O)Nc1nccs1)c1cccc(F)c1)NCc1ccccc1 | -5 | 0 | 9 | -6 | 7 | 3 | 5 | 8
O=C(CCn1nnc2ccccc21)N1CCC(O)(c2cccc(F)c2)CC1 | 1 | 11 | 10 | 10 | -9 | 3 | -7 | -8
CCOC(=O)/C(C#N)=C1\CCCN1CC(N)=S | 1 | -2 | -5 | -2 | 11 | 2 | -2 | 4
O=S(=O)(Oc1ccccc1-c1ccccc1)c1ccccc1 | 5 | 6 | . | 30 | . | . | 20 | .
Cc1nnc(Cl)c2nn(-c3ccccc3F)c(C)c12 | -6 | -4 | 5 | 4 | 10 | -12 | -1 | 4
CCN1CCN(CC(=O)Nc2ccc(OC(F)(F)F)cc2)CC1 | 8 | 9 | 13 | -2 | 21 | 6 | -2 | 10
CN(C1=C(N2CCCCC2)C(=O)c2ccccc2C1=O)c1ccccc1 | 21 | 13 | -3 | 23 | 3 | -40 | 12 | -25
CC(C)(C)n1nnnc1C(c1cccc(C#N)c1)N1CCC(Cc2ccccc2)CC1 (stereo unspecified) | 17 | 3 | 6 | 13 | 19 | -7 | 20 | 5
Cc1ccc(NS(=O)(=O)c2cccc3nsnc23)cc1C | 2 | 18 | -5 | 10 | 14 | 2 | 4 | 5
CC1=NNC(=O)C1CCC(=O)N/N=C/c1ccc(C)cc1 (stereo unspecified) | 1 | . | 0 | -8 | 2 | -5 | . | -13
O=C(NC(Cc1ccccc1)C(=O)N1CCCC1C(=O)O)c1ccccc1 (stereo unspecified) | 6 | -4 | 11 | -21 | 1 | 4 | -7 | 8
CCC(C)NS(=O)(=O)c1ccc(OCC(=O)NCC2CCCO2)cc1 (stereo unspecified) | 7 | -7 | 16 | 8 | 15 | -3 | 2 | -6
CC(C)NCC(=O)C12CC3CC(CC(C3)C1)C2 | 4 | 0 | 5 | 8 | -2 | 8 | -18 | 6
CCOC(=O)c1nnn(-c2nonc2N)c1CSc1ccc(C)cc1 | 1 | -12 | 16 | 12 | 5 | 8 | -2 | -3
COc1ccc(-c2nc3ncccc3n2O)cc1 | 14 | -18 | -21 | -5 | -27 | 1 | -3 | -40
CCN(CCn1cccn1)C(=O)c1cc(COc2c(F)cccc2F)on1 | -16 | -9 | -33 | -4 | 15 | -4 | -7 | 7
O=C(c1c[nH]c2ccccc2c1=O)N1CCCCCC1 | -5 | -3 | 15 | -11 | -33 | -10 | 2 | -13
CN(Cc1ccccc1)S(=O)(=O)c1cccc2nsnc12 | 0 | 8 | -3 | 14 | 4 | 3 | 3 | -2
Cc1ccc(-c2noc(-c3ccccc3C(=O)N3CCOCC3)n2)cc1 | 2 | -10 | 7 | -9 | -9 | -2 | -4 | -2
O=C(Cn1ncc2c3ccccc3n(Cc3ccccc3F)c2c1=O)NCCN1CCOCC1 | 7 | -15 | 7 | 14 | 10 | 14 | -2 | -3
COCCN(Cc1ccccc1)C(=S)Nc1ccc(Cl)cc1 | 6 | 5 | 9 | 13 | 9 | 15 | 3 | 6
Cc1ccc(CSCC(=O)NCc2ccc(F)cc2)cc1 | 4 | 5 | 22 | 12 | 2 | 11 | 9 | -8
COc1cc(OC)cc(C(=O)NN(CCC#N)C2=NS(=O)(=O)c3ccccc32)c1 | 4 | 8 | 0 | 18 | -7 | -6 | 6 | -9
O=C(c1c(F)cccc1F)N1CCC(O)(c2cccnc2)CC1 | 5 | 1 | 1 | 2 | -6 | -14 | 2 | -9
CC1=[N+]([O-])C(C)(C)C(c2ccc(Br)cc2)=[N+]1[O-] | -1 | -4 | 11 | -6 | -26 | 11 | -8 | 5
COc1ccc(NC(=O)CS(=O)CC(=O)N2CCN(C3CCCC3)CC2)cc1 (stereo unspecified) | -9 | 4 | -5 | 10 | 5 | 1 | -3 | 6
O=C(CSCc1ccc([N+](=O)[O-])cc1)NCCSCc1ccccc1 | 9 | -5 | 7 | 13 | 13 | -2 | 3 | -4
Cc1cc[n+](-c2[nH]c(=O)sc2/C=N/NC(=O)c2ccccc2[O-])cc1C | -5 | -4 | -6 | 22 | 4 | -21 | -6 | -1
CC1(C)NC(=O)N(CC(O)CN(c2ccccc2)S(=O)(=O)c2ccc([N+](=O)[O-])cc2)C1=O (stereo unspecified) | 3 | -15 | -10 | 14 | -87 | -6 | -2 | 21
NS(=O)(=O)c1ccc(CNC(=O)c2cccc(Oc3ccccc3)c2)cc1 | 21 | -2 | -5 | 18 | 1 | 8 | -9 | -11
CC(C)N(C(=O)Cn1c(Cl)nc2ccccc21)C(C)C | -12 | -6 | 15 | 1 | -9 | -7 | 0 | -3
c1coc(Cn2nnnc2CN2CCN(C3CCCCC3)CC2)c1 | 14 | 4 | 3 | 19 | 2 | -4 | 8 | 6
O=C(C1CCC(Cn2c(=S)[nH]c3ccccc3c2=O)CC1)N1CCOCC1 (stereo unspecified) | 2 | -6 | 11 | -4 | 5 | 6 | -1 | 8
COC(=O)CCNC(=O)c1ccc2nc(Cc3ccc(OC)cc3)oc2c1 | -7 | -4 | . | 11 | . | . | 2 | .
Cc1ccc(P(=O)(CC(=O)O)c2ccc(C)cc2)cc1 | 2 | -5 | 21 | -15 | 18 | 5 | 2 | 7
Cn1nc(C(F)(F)F)c2cc(C(=O)NC3CC3)sc21 | 7 | 6 | -50 | 12 | -15 | -4 | 6 | 12
COc1ccc(/C(O)=C/C(=O)C(=O)Nc2c(C)n(C)n(-c3ccccc3)c2=O)cc1 | -12 | 4 | -21 | -6 | 7 | -23 | 8 | -8
CCN(CC(=O)Nc1ccccc1C(F)(F)F)C(=O)Cc1cccs1 | -4 | 1 | -4 | 1 | -7 | 9 | 5 | -11
CCOC(=O)c1c(CN(C)C)n(-c2ccccc2)c2cc(Br)c(OC)cc12 | 18 | -8 | 6 | 9 | -12 | 6 | -9 | -7
O=C(c1ccc(Br)cc1)N1CCC(C(=O)N2CCN(c3ccccc3)CC2)CC1 | 18 | -8 | 6 | 25 | 10 | 1 | 79* | 9
NC(=O)C1(N2CCCCC2)CCN(CC(=O)Nc2ccc(Oc3ccccc3)cc2)CC1 | 5 | -3 | -3 | 5 | 4 | 22 | -1 | 6
Cc1sc(NC(=S)NC(=O)c2ccccc2)c(C#N)c1C | -11 | 20 | -39 | 24 | 20 | -10 | 9 | -17
CCN(CC)S(=O)(=O)c1ccc(C(=O)Nc2ccc(OCC(=O)N3CCOCC3)cc2)cc1 | -4 | -5 | 21 | 21 | 14 | -9 | -7 | 11
CCn1c(CSCc2ccc(C)cc2)n[nH]c1=S | 1 | -1 | -21 | -5 | -11 | -1 | -10 | 5
O=C(Nc1ccccc1N1CCOCC1)c1cccc(S(=O)(=O)Nc2ccccc2F)c1 | 7 | -1 | -14 | -1 | -3 | -5 | 4 | -6
CCCCOc1ccc(C(=O)Oc2ccc(C)nc2)cc1 | -3 | -8 | 23 | -8 | -4 | 6 | -20 | 1
CCCCC(CC)CN=C(N)NC(N)=NCCCCCCN=C(N)NC(N)=NCC(CC)CCCC (stereo unspecified) | 67* | 90* | 6 | 79* | 23 | 113* | 0 | 39
O=C1NC2(CCCCC2)N=C1c1ccc(F)cc1 | 1 | 6 | 12 | -2 | 14 | -1 | 0 | -8
Cc1ccccc1CS(=O)(=O)Cc1ccc(C(=O)NCc2ccccn2)o1 | 0 | 1 | 25 | -4 | 3 | 2 | 0 | 8
Cn1nc(Cc2cccc3ccccc23)c(C#N)c1N | -22 | -11 | 14 | -9 | -3 | 2 | -5 | 12
Cc1cc2c(cc1C)CSC(c1ccc3ccccc3c1O)SC2 | 6 | -2 | -100 | 7 | -9 | 3 | 10 | -10
(continued)
SMILES | Gli-Sufu antag | CXCR6 block | 697 NFkB inh | CCR6 antagonist | APJ antag | UBC13 polyUb | EBI2 antag | Jurkat NFkB inh
CC1=C(C)NC(=S)SC1 | 22 | -17 | -15 | 11 | -3 | -13 | 1 | -11
COc1cc(NC(=O)COC(=O)/C=C/c2ccc(OC)c(OC)c2)cc(OC)c1 | 0 | 5 | 15 | 11 | 4 | 9 | 13 | -1
COCCN(C(=O)CSc1nn(-c2ccc(F)cc2)c(=S)s1)c1c(N)n(CC(C)C)c(=O)[nH]c1=O | 1 | 1 | 4 | 2 | 6 | -8 | 1 | 6
O=C(O)CC1SC(=Nc2ccccc2)N(c2ccccc2)C1=O (stereo unspecified) | 4 | -9 | 15 | -13 | 4 | 4 | 6 | 13
COc1ccccc1CN(C)C(=O)CN1CCN(S(=O)(=O)c2ccc3c(c2)OCCCO3)CC1 | 6 | 2 | 13 | -6 | -11 | 0 | -8 | 8
Cc1ccc(-n2nnc(-c3cc4ccccc4n3C)n2)cc1 | -110 | -7 | -182 | 11 | -35 | -9 | 2 | -152
CCOCCCNc1ccc(N2C(=O)CCCC2=O)cc1[N+](=O)[O-] | 7 | 2 | 8 | 5 | 3 | -30 | -4 | -19
C[C@]12CC[C@@H]3c4ccc(O[C@@H]5O[C@H](C(=O)O)[C@@H](O)[C@H](O)[C@H]5O)cc4CC[C@H]3[C@@H]1C[C@@H](O)[C@@H]2O | 1 | 2 | 14 | 14 | 4 | 11 | -4 | 15
O=[N+]([O-])c1cccc(N/N=C/c2cccc(O)c2O)c1 | 22 | 3 | -54 | 16 | -22 | -18 | 14 | 25

Whole records, looked up by structure. Order of screens: Gli-Sufu antag	CXCR6 block	697 NFkB inh	CCR6 antagonist	APJ antag	UBC13 polyUb	EBI2 antag	Jurkat NFkB inh
Results for `O=[N+]([O-])c1cccc(N/N=C/c2cccc(O)c2O)c1` → 22	3	-54	16	-22	-18	14	25
Results for `COc1cc(NC(=O)COC(=O)/C=C/c2ccc(OC)c(OC)c2)cc(OC)c1` → 0	5	15	11	4	9	13	-1
Results for `C[C@]12CC[C@@H]3c4ccc(O[C@@H]5O[C@H](C(=O)O)[C@@H](O)[C@H](O)[C@H]5O)cc4CC[C@H]3[C@@H]1C[C@@H](O)[C@@H]2O` → 1	2	14	14	4	11	-4	15
Results for `CC1=C(C)NC(=S)SC1` → 22	-17	-15	11	-3	-13	1	-11
Results for `COc1ccccc1CN(C)C(=O)CN1CCN(S(=O)(=O)c2ccc3c(c2)OCCCO3)CC1` → 6	2	13	-6	-11	0	-8	8
